Compound activity: PubChem BioAssay, The Scripps Research Institute Molecular Screening Center
TTR transcr act = TTR transcription activators in neuroblastoma reporter cells, primary screen, cell-based, luminescence, SH-SY5Y, TTR promoter Gaussia luciferase. 100% = recombinant luciferase protein wells. activation, % at 16.7 µM. actives 1.3% (n = 92,000). AID 1117267, 2014;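 active means activation above the mean of all tested compounds plus 3 SD, cut at about 9.5% in these data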;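 further: cells exposed to compounds for one day before reading; 0% = median of all test compound wells on the plate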
Active calls of the source: *.

TTR transcr act	smiles
-0.2	COc1ccc(NC(=O)C(=S)N2CCCC2)cc1
4.7	Cc1noc(C)c1NC(=O)N(C)C[C@H]1Oc2c(NC(=O)c3ccncc3)cccc2C(=O)N([C@H](C)CO)C[C@@H]1C
-0.3	O=C(Nc1ccc(S(=O)(=O)N2CCOCC2)cc1)c1c(F)cccc1F
-1.5	COc1ccc(/C=C/CN2CCCC(CO)(Cc3cccc(Cl)c3)C2)cc1 (stereo not drawn)
3.8	COC(=O)C1=C(C)N(Cc2ccco2)C(=O)N[C@@H]1c1ccc(Br)cc1
1.4	O=C(CCc1n[nH]c(=O)[nH]c1=O)Nc1cccc([N+](=O)[O-])c1
1.0	Cn1c(Cc2csc(N)n2)nnc1SCC(=O)NCc1ccccc1
-1.3	CC1CC(C)CN(C(=O)CSc2nnc(N)s2)C1 (stereo not drawn)
1.6	CC(=O)NNC(=O)CCn1c2c(c3ccccc31)CCCC2
0.1	CCOc1ccc(CC2c3cc(OCC)c(OCC)cc3CCN2C(=O)c2cc(OC)c(OC)c(OC)c2)cc1OCC (stereo not drawn)
1.8	Cc1nc(-c2ccc(F)cc2)c(CC(=O)N(C)CC(=O)Nc2ccccc2Br)s1
-2.5	CCCCc1ccc(NC(=S)NCc2cccc(OC)c2)cc1
-0.7	CCCn1c(C(C)Nc2nc(-c3cc(Cl)c(N)c(Cl)c3)cs2)nc2cc(Cl)c(N3CCCCC3)cc21 (stereo not drawn)
-1.7	O=C(CN1CCOCC1)NN=C1CCCCCCCCCCC1
-0.7	CCCCN(C)CCCNC(=O)CCn1nc(-c2ccccc2)ccc1=O
2.3	CCOC(=O)C1=CNS(=O)(=O)NC1c1ccc2ccccc2c1 (stereo not drawn)
0.2	COc1ccc(CCNc2oc(-c3cccc4ccccc34)nc2P(=O)(OC)OC)cc1OC
5.6	CCn1c(NCc2ccco2)nc2c1c(=O)n(C)c(=O)n2C
-3.1	Cc1ccc(C(=O)N/C(=C\c2ccc(Br)cc2)c2nc(=S)[nH][nH]2)cc1
2.4	COc1ccccc1C(=O)NC(CCSC)C(=O)NC1CCCCCC1 (stereo not drawn)
14*	C[C@@H]1CN([C@@H](C)CO)C(=O)c2cc(N(C)C)ccc2O[C@@H](C)CCCCO[C@@H]1CN(C)S(=O)(=O)c1cccs1
-1.6	CN(C)S(=O)(=O)Oc1ccsc1C(=O)Nc1cccc(Cl)c1
-1.1	O=C(O)CCc1nn2c3ccccc3n(CC(=O)c3ccccc3)c2nc1=O
0.5	O=C(Cn1cnc2c(oc3ccccc32)c1=O)NCc1ccccc1
-0.2	O=C1c2ccccc2C(=O)N1c1ccc(S(=O)(=O)N2CCCCC2)cc1

Quoted at random: 2 entries already listed.
TTR transcr act	smiles
-0.7	CCCCN(C)CCCNC(=O)CCn1nc(-c2ccccc2)ccc1=O
3.8	COC(=O)C1=C(C)N(Cc2ccco2)C(=O)N[C@@H]1c1ccc(Br)cc1

(next part)
TTR transcr act	smiles
-2.6	CC(=O)c1csc(COc2cc(Cl)cc(Cl)c2)n1
-1.2	COc1ccc(CN2CCC(Oc3ccc(C(=O)N4CCCC4)cc3)CC2)c(F)c1
0.3	Cc1c(/C=N/NC(=O)c2ccc3c(c2)OCO3)cnn1C
4.2	COc1ccc(-c2cc3c(c4c2ccn4C)C2CCC3C2)cc1F (stereo not drawn)
-0.7	COc1ccccc1CNC(=O)C1CCCN1S(=O)(=O)c1ccc2c(c1)C(C)(C)C(=O)N2C (stereo not drawn)
0.0	CC(C)(O)C#Cc1ccc(C(=O)NCc2ccccc2F)cc1
0.9	Cc1ccccc1-n1c(SCC(=O)N2CCOCC2)nc(O)c(Cc2ccccc2)c1=O
-2.2	Cn1c(=S)c2[nH]c(SCCC(C)(C)C)nc2n(C)c1=O
-1.6	COc1ccccc1NC(=O)c1ccc(NC(=O)COC(=O)C(C)C)cc1
1.3	COc1ccc(Sc2cc(C(F)(F)F)nc(-c3ccccn3)n2)cc1
4.0	Nc1cccc(-c2cccc3nncn23)c1
-0.4	COC(=O)c1cccc(NS(C)(=O)=O)c1
-1.1	Cc1cc(OC(=O)C(C)(C)C)c([N+](=O)[O-])c(=O)[nH]1
0.9	COc1ccc([C@@H]2[C@H]3C(=O)N(c4cccc(C(F)(F)F)c4)C(=O)[C@H]3ON2C)cc1
0.2	N/C(Cc1ccc(Cl)cc1)=N\OC(=O)Cc1ccc([N+](=O)[O-])cc1
-3.0	CCc1c(C(=O)N2CCN(c3ccccc3F)CC2)[nH]c(C)c1C(C)=O
-2.3	Cc1ccc(C(=O)NNC(=O)c2ccc3ccccc3c2)cc1
0.9	CC(=O)Nc1ccc(NC(=O)C(C)OC(=O)CNS(=O)(=O)c2ccc(Br)cc2Cl)cc1 (stereo not drawn)
-0.3	COc1ccc(C(=O)CSc2n[nH]c(N)n2)cc1
1.7	CCNS(=O)(=O)c1ccc(C(=O)OCc2cc(=O)oc3cc(OC)ccc23)cc1
-2.4	Cc1ccccc1Nc1nnc(SCc2cc(=O)n3ccsc3n2)s1
2.3	CCS(=O)(=O)Nc1ccc2c(c1)C(=O)N(C)[C@@H]1CC[C@H](CC(=O)N3CCCCC3)O[C@H]1CO2
-0.8	O=C(N/N=C/c1cc2c(cc1Cl)OCO2)c1cc(-c2ccccc2)n[nH]1
0.4	COc1ccc(C(C)=O)cc1COC(=O)CNC(=O)c1cc(C)cc(C)c1
-1.8	CN(C)S(=O)(=O)N(CC(=O)N1CCN(c2ccccc2F)CC1)c1ccccc1
0.6	Cc1nc(N2CCOCC2)nc(OCCN(C)C)c1[N+](=O)[O-]
-2.9	O=C(Nc1cccc(S(=O)(=O)NCc2ccco2)c1)c1ccc(Cl)cc1
-0.6	O=C(CCN1C(=O)c2cccc3cccc(c23)C1=O)Nc1ccccc1
-2.4	O=C(Nc1cc(S(=O)(=O)Nc2ccc(Cl)cc2)ccc1O)c1ccc(F)cc1F
-3.9	CCOc1ccc(/C=N/N2C(=O)C(CC(=O)Nc3ccc(F)cc3F)SC2=NC)cc1OC (stereo not drawn)
0.1	NCCC(=O)NC[C@H]1O[C@@H](n2cnc3c(N)ncnc32)[C@H](O)[C@@H]1O
1.7	CCN(C1CCCCC1)S(=O)(=O)CCNC(=O)c1ccc2c(c1)OCO2
-0.9	COc1cc(OC)c(CN2CCCCCCC2)cc1Br
-0.7	CCC1CCc2c(sc(NC(=O)C3CC=CCC3C(=O)O)c2C#N)C1 (stereo not drawn)
-1.2	O=S(=O)(CCN1CCN(c2ccccc2O)CC1)c1ccc(Cl)cc1
-1.0	Cc1ccc(N(Cc2cc3ccc(C)cc3[nH]c2=O)S(C)(=O)=O)c(C)c1
-0.3	Cc1ccc(Nc2cc(C)nc3ccccc23)c(C)c1
-0.7	CC1(c2ccc(OC(F)F)cc2)NC(=O)N(CC(=O)NCCC2=CCCCC2)C1=O (stereo not drawn)
-0.8	CCC1CCCCN1C(=O)c1cccc(S(=O)(=O)Nc2cc(C(F)(F)F)ccc2Cl)c1 (stereo not drawn)
-0.3	CCOC(=O)c1ccc(NC(=S)N(Cc2cccnc2)Cc2ccco2)cc1
3.9	Cc1ccc(S(=O)(=O)N(C)CCCC(=O)Nc2ccccn2)cc1
8.5	O=C(NNc1cccc(Cl)n1)Nc1ccccc1Cl
-0.2	O=C(CSCc1nc2c(nnn2Cc2ccc(F)cc2)c(=O)[nH]1)Nc1c(Cl)cc(Cl)cc1Cl
-0.9	CCCCN(CC)CCNC(=O)CCC(=O)Nc1ccc2nc(N3CCN(C)CC3)cc(C)c2c1
-1.6	N#CCCN(CC(=O)O)S(=O)(=O)c1ccccc1
-2.2	CCCCCn1c(=O)[nH]c2cc(C(=O)NC3CCN(Cc4ccccc4)CC3)ccc2c1=O
-2.7	Cc1cc(C)c2cc(C(=O)Nc3ccccc3)[nH]c2c1
-1.0	O=C(NCC1CCCO1)c1cc(-c2ccc(F)cc2)no1 (stereo not drawn)
-2.1	CNC(=O)c1ccsc1NC(=O)c1ccc(S(=O)(=O)N2CCCc3ccccc32)cc1
-0.9	Cc1cc(NC(=O)c2ccco2)ncc1NC(=O)Cc1ccccc1

(next part)
TTR transcr act	smiles
0.5	Cc1ccccc1OCC(=O)OCC(=O)NCc1ccc2c(c1)OCO2
1.3	CC(C)(C)c1ccc(-c2nnc(SCC(=O)NCC3CCCO3)n2N)cc1 (stereo not drawn)
-1.2	COc1ccc(F)cc1S(=O)(=O)N1CCN(C(=O)c2ccco2)CC1
-0.8	COc1ccccc1/C=C/C=N/NC(=O)c1cc(-c2ccc(C)o2)[nH]n1
-0.7	C=C(C)CCC(C)N1CCC(n2nccc2NC(=O)CCOc2ccccc2)CC1 (stereo not drawn)
-1.3	CCSc1nnc(NC(=O)COc2ccccc2)s1
-1.2	CC(C)CNC(=O)C(=O)Nc1cc2c3c(c1)CCC(=O)N3CCC2
0.0	COc1ccc(/C=C2/CC/C(=C\c3ccc(OC)c(OC)c3OC)C2=O)c(OC)c1OC
-2.0	CC(=O)N1CCN(C(=O)C2CCN(S(=O)(=O)c3ccccc3C(F)(F)F)CC2)CC1
1.4	Nc1c(C(=O)O)cnc2nc(N3CCOCC3)nn12
-0.6	COC(=O)[C@H](CC(C)C)NC(=O)NCc1ccc(Cl)cc1
-0.2	O=C1CCCC2=C1C1c3ccccc3C(=O)N1c1ccc(C(=O)c3ccccc3)cc1N2 (stereo not drawn)
21*	CCOc1ccc(NC(=O)Cn2nnc(C(=O)NCc3cccs3)c2N)cc1
0.6	CCCCn1c(SCC(=O)Nc2cc(C)[nH]n2)nc2ccsc2c1=O
-0.5	CCC(=O)NC(c1cc(Cl)c2ccccc2c1O)C(C)C (stereo not drawn)
2.2	CC(C(=O)NC1CCCCC1)N(Cc1ccc(F)cc1)C(=O)c1snc(C(N)=O)c1N (stereo not drawn)
-0.9	OCCCCNCc1ccc(OCc2ccc(Cl)cc2)cc1
2.7	Cc1[nH]c(C)c(S(=O)(=O)N2CCN(c3cccc(C(F)(F)F)c3)CC2)c1C(=O)N1CCCCC1
-0.8	Cc1cc(NC(=O)CN2CCCCC2)n(-c2ccccc2)n1
-1.1	COC(=O)c1ccc(N2CCOCC2)c(NC(=O)c2cccnc2)c1
0.1	C[C@H]1[C@@H](OC(=O)NCc2cccnc2)CC[C@@]23CCCN2C(=O)CCC[C@@H]13
1.2	Cc1ccc(S(=O)(=O)NCCCN(C)C)cc1
-1.7	Cc1ccc(C(=O)N/C(=C\c2ccco2)C(=O)N2CCSCC2)cc1C
0.0	CSc1ccc(/C=C/C(=O)OCC(=O)N2CCN(S(=O)(=O)c3ccc(C)cc3C)CC2)cc1
6.1	c1ccc(CN2CCN(c3nc4ccccc4n4cnnc34)CC2)cc1

4 entries from above in a different format.
| SMILES | TTR transcr act |
| --- | --- |
| O=C1CCCC2=C1C1c3ccccc3C(=O)N1c1ccc(C(=O)c3ccccc3)cc1N2 (stereo not drawn) | -0.2 |
| CCOc1ccc(NC(=O)Cn2nnc(C(=O)NCc3cccs3)c2N)cc1 | 21* |
| CCCCn1c(SCC(=O)Nc2cc(C)[nH]n2)nc2ccsc2c1=O | 0.6 |
| CCC(=O)NC(c1cc(Cl)c2ccccc2c1O)C(C)C (stereo not drawn) | -0.5 |

Going on with the list.
TTR transcr act	smiles
7.4	COc1ccc(CCNC(=O)Cn2c([N+](=O)[O-])cnc2C)cc1OC
0.4	Cc1cc(S(=O)(=O)N2CCCCC2)ccc1OCC(=O)N1CCOCC1
0.1	CN(C)CCCNc1cc(C(C)(C)C)nc2c(-c3ccccc3)cnn12
3.7	Cc1ccccc1N1CCN(C(=O)[C@@H]2CCCN2C2=NS(=O)(=O)c3ccccc32)CC1
4.3	C=CC[C@@H](CC(=O)N[C@H](CO)Cc1ccccc1)C(=O)N[C@@H](COC(=O)[C@@H](CC=C)Cc1ccc(F)cc1)Cc1ccccc1
2.0	COc1ccc(C)cc1NC(=O)C12CCC(C)(C(=O)O1)C2(C)C (stereo not drawn)
-1.4	COc1ccc(CSc2nc(C)cc(C)c2C#N)cc1
-0.6	CC(Oc1ccc2ccccc2c1)C(=O)NNC(=S)NC(=O)c1ccco1 (stereo not drawn)
-0.7	COc1ccc(Cl)cc1NC(=O)CCc1nc(-c2ccccc2F)no1
1.1	CCn1c(-c2ccco2)n[nH]c1=S
-2.2	COc1cc(OC)cc(C(=O)NNC(=O)CCNC(=O)c2ccc(Br)cc2)c1
0.4	COCCNC(=S)NC12CC3CC(CC(C3)C1)C2
3.9	CC(C)CN(C(=O)c1nn(C)c(=O)c2ccccc12)c1nc2ccccc2s1
-1.4	CC(C)Cn1c(SCC(N)=O)nnc1-c1cccc(S(=O)(=O)N2CCOCC2)c1
-1.4	O=[N+]([O-])c1ccc(OCCOc2ccccc2/C=N/n2cnnc2)cc1
-1.2	CCn1c(=O)n(CC)c2cc(N3CCCC3)c(NC(=O)c3ccc(OC)c(Br)c3)cc21
-0.1	CCOCCCNCc1ccc(OCc2ccccc2Cl)cc1
-0.3	CCCCOC(=O)CCc1n[nH]c(=O)[nH]c1=O
0.4	COc1ccc(C)cc1NC(=O)C1CCN(S(=O)(=O)c2c(C)noc2C)CC1
3.8	Cc1ccc(NC(=S)Nc2ccccn2)cc1C
1.7	CCOC(=O)C1=C2SCC(=O)N2C(N)=C(C#N)C1
2.3	NC(=NCCc1c[nH]c2ccccc12)NS(=O)(=O)c1cc(F)ccc1F

Given as labelled records: part of the list above.
> CCn1c(=O)n(CC)c2cc(N3CCCC3)c(NC(=O)c3ccc(OC)c(Br)c3)cc21
  TTR transcr act: -1.2

> COc1ccc(-c2cc3c(c4c2ccn4C)C2CCC3C2)cc1F (stereo not drawn)
  TTR transcr act: 4.2

> O=C(CN1CCOCC1)NN=C1CCCCCCCCCCC1
  TTR transcr act: -1.7

> O=C(Nc1ccc(S(=O)(=O)N2CCOCC2)cc1)c1c(F)cccc1F
  TTR transcr act: -0.3

Only part of the results is shown (hit frequency here may not be typical).
